PrPC TRFRET: cell surface PrPC inhibition, primary TR-FRET screen | AID 720596 | 370,000 tested, 0.43% active | P04156 | TR-FRET read-out | inhibition, % at 13.8 µM; in the data active means inhibition above about 24%; further: 0% = median of the test wells and 100% = reference compound wells
Vc quorum ag: inducers of Vibrio cholerae quorum light production without autoinducers; 350,000 tested, 0.16% active; V. cholerae BH1578 lux reporter, luminescence, 6 h; activation, % at 18.7 µM; in the data active means activation mostly above about 9.7%, no sharp cut-off; further: not every result past the cut was called active; inactives centre near 0; reference of the scale not given here
CCHFV vOTU inh: blocks the CCHF virus ovarian tumor domain protease | CCHFV vOTU protease, Pep-AMC fluorescence | inhibition, % at 11.5 µM | 370,000 tested, 0.55% active | AID 651958; in the data active means inhibition above about 30%; further: 0% = vehicle wells with enzyme and 100% = no enzyme wells
MazF activator: activators of E. coli MazEF toxin-antitoxin RNase; P0AE70; activation, % at 20 µM; FAM/BHQ RNA-DNA oligo cleavage fluorescence, 5 h; 350,000 tested, 0.32% active; in the data active means activation above about 50%
Yp Topo-I inh: inhibitors of Yersinia pestis topoisomerase I; 360,000 tested, 0.064% active; Y. pestis Topo-I cleavage product accumulation, plate reader; activity, % at 10 µM; in the data active means activity above about 50%, passing the limit was not always enough; further: inactives centre near 2
TcdB inh: blocks C. difficile toxin B glycohydrolase activity. 350,000 tested, 0.24% active. P18177. TcdB glycohydrolase enzymatic assay, plate reader. inhibition, % at 9.99 µM. AID 652162; in the data active means inhibition above about 10%
Rv3671c protease: inhibits the M. tuberculosis serine protease Rv3671c; 320,000 tested, 0.048% active; inhibition, % at 5.96 µM; P9WHR9; in the data active means inhibition above about 38%;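 further: extracellular domain of Rv3671c used as enzyme; 0% = enzyme with DMSO and 100% = no enzyme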
SSB-PriA inh: inhibitors of Klebsiella pneumoniae PriA binding to SSB C-terminal tail; 430,000 tested, 0.6% active; inhibition, % at 33 µM; AlphaScreen SSBct-PriA binding, biotinylated peptide; AID 1272365; in the data active means inhibition mostly above about 37%, no sharp cut-off; inactive means mostly below about 20%;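 further: plate controls were negative control peptide for no effect and reference peptide for full effect; strong numbers were not always called active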
* = called active by the depositor; i = inactive; x = no result given; & = joins results of further samples.

Results follow in this order: PrPC TRFRET, Vc quorum ag, CCHFV vOTU inh, MazF activator, Yp Topo-I inh, TcdB inh, Rv3671c protease, SSB-PriA inh
1. COc1cc2c(cc1[N+](=O)[O-])-c1ccc([N+](=O)[O-])cc1C2=NNC(N)=S
→ x, -4.5, x, 7.3, -29.7, x, x, x
2. NC(=S)NN=C1CSSC1
→ x, -0.3, x, 3.3, -8.0, x, x, x
3. COc1cc2c(cc1OC)C(=O)C(Br)CC2 (stereo unspecified)
→ x, i, x, -6.6, -16.0, x, x, x
4. Nc1[nH]c(=O)[nH]c(=O)c1N=Cc1ccccc1
→ x, -0.8, x, -83.5, -0.4, x, x, x
5. O=C(O)c1ccc(-n2ncc(Cl)c(Cl)c2=O)cc1
→ x, 1.1, x, 1.2, 1.5, x, x, x
6. CCC(C)C(N)C1=NC(C(=O)N[C@@H](CC(C)C)C(=O)N[C@H](CCC(=O)[O-])C(=O)N[C@H](C(=O)N[C@H]2CCCCNC(=O)[C@H](CC(N)=O)NC(=O)[C@@H](CC(=O)[O-])NC(=O)[C@H](Cc3cnc[nH]3)NC(=O)[C@@H](Cc3ccccc3)NC(=O)[C@H]([C@@H](C)CC)NC(=O)[C@@H](CCCN)NC2=O)[C@@H](C)CC)CS1.[Zn+2] (stereo partly specified)
→ x, -0.5, x, 2.6, -3.8, x, x, x
7. Cn1c(=O)c2cc(NC(=O)NCCc3cccs3)ccc2n1C/C=C/c1ccccc1
→ x, i, x, x, 3.1, -0.8, x, x
8. CC1(C)CC[C@@]23CC[C@]4(C)[C@@](OC2=O)(C3C1)[C@H]1O[C@H]1C1[C@@]2(C)CC[C@H](O)C(C)(C)C2CC[C@]14C (stereo partly specified)
→ x, x, x, -17.4, x, x, -0.5, -18.3
9. C#CCOCCOCCOCCNc1nc(N2CCN(C(=O)CCCCCCCCCCNC(=O)[C@@H](CCSC)n3cc(CCO)nn3)CC2)nc(N2CCN(C(=O)CCCCCCCCCCNC(=O)[C@H]([C@@H](C)CC)n3cc(CCCCCN)nn3)CC2)n1
→ x, x, x, -59.6, x, x, -7.8, 8.0
10. CCCC[C@@H]1C[C@H]1[C@@H](NC(=O)c1ccco1)c1ccccc1C(F)(F)F
→ x, x, x, -3.6, x, x, -5.6, -1.1
11. CC#CCN1c2ccccc2[C@]23C[C@@H](C(=O)OC)N(C(=O)c4ccc(Br)cc4)C2=NC(C(=O)OC)=C(C(=O)OC)[C@H]13
→ x, x, x, -2.2, x, x, -7.6, 0.7
12. COC(=O)[C@@]12OC[C@]34[C@H]([C@@H](O)[C@@H]1O)[C@@]1(C)C(=O)C(O[C@@H]5OC(CO)[C@@H](O)[C@@H](O)[C@@H]5O)=C[C@@H](C)[C@@H]1C[C@H]3OC(=O)[C@H](OC(=O)/C=C(\C)C(C)(C)OC(C)=O)[C@@H]24 (stereo partly specified)
→ x, x, x, 8.3, x, x, -0.3, -18.8
13. CC(C)(C)OC(=O)CNC(=O)c1[nH]cnc1C(=O)N[C@@H](CCCCN)C(=O)OC(C)(C)C
→ x, x, x, -1.0, x, x, -2.4, -9.7
14. CC(C)=CCC12Oc3cc(O)ccc3C1(O)Oc1cc3c(c(O)c1C2=O)C=CC(C)(C)O3 (stereo unspecified)
→ x, x, x, 8.5, x, x, -4.8, 7.0
15. COC(=O)CN1C(=O)[C@H]2[C@@H](/C=C/c3ccccc3)N3C(=O)CN(Cc4ccccn4)C(=O)[C@@]3(Cc3ccccc3)[C@H]2C1=O
→ x, x, x, -4.4, x, x, -0.1, -7.8
16. CCC(C)[C@H]1CN=C(N)N1CC1CCCCC1 (stereo partly specified)
→ x, x, x, 5.2, x, x, -3.7, 16.2
17. C#CCOCCOCCOCCNc1nc(N2CCN(C(=O)CCCCCCCCCCNC(=O)[C@H]([C@@H](C)CC)n3cc(CCCCN=C(N)N)nn3)CC2)nc(N2CCN(C(=O)CCCCCCCCCCNC(=O)[C@H](CCCCN)n3cc(C)nn3)CC2)n1
→ x, x, x, -39.0, x, x, -30.4, 19.3
18. COC(=O)C1=C(C(=O)OC)[C@@H]2N(C)c3ccc(OC)cc3[C@@]23C[C@@H](C(=O)OC)N(C(=O)c2cc(C)oc2C)C3=N1
→ x, x, x, 7.6, x, x, -1.0, 29.4
19. CC(C)=CCc1c(O)cc(O)c2c(=O)c3c(CC=C(C)C)c(O)ccc3oc12
→ x, x, x, 14.6, x, x, -26.8, 9.5
20. COc1c(CC=C(C)C)cc(C2CC(=O)c3c(O)cc(O)cc3O2)c(CC=C(C)C)c1O (stereo unspecified)
→ x, x, x, 3.2, x, x, 3.1, -5.9
21. C#CCOCCOCCOCCNc1nc(N2CCN(C(=O)C([C@@H](C)CC)n3cc(C(N)COC(=O)C(F)(F)F)nn3)CC2)nc(N2CCN(C(=O)[C@H](Cc3cc4ccccc4[nH]3)n3cc(C(N)CO)nn3)CC2)n1 (stereo partly specified)
→ x, x, x, -0.3, x, x, 6.4, 26.7
22. O=C1NC[C@H](CCCCN2CCN(CCc3ccccc3)C(=O)C2=O)N(CCc2ccccc2)C1=O
→ 4.6, x, 4.5, x, x, 1.5, x, x
23. C[C@@H]1CCCN1[C@@H]1CS(=O)(=O)N[C@H]1COCc1ccccc1
→ -2.5, x, 2.3, x, x, 0.3, x, x
24. COc1ccc2[nH]c3c(c(=O)c2c1)CCCC3
→ 7.5, x, -25.2, x, x, 0.1, x, x
25. CC(C)(C)n1nnnc1C(c1ccccc1)N1CCN(c2ccc(F)cc2)CC1 (stereo unspecified)
→ -1.6, x, -2.8, x, x, 1.4, x, x
26. COC(=O)[C@]12CCCCC=C1N(Cc1ccco1)C(=O)[C@H](CC(=O)NCC13CC4CC(CC(C4)C1)C3)C2
→ -0.1, x, 8.8, x, x, 0.8, x, x
27. O=c1[nH]c2ccccc2n1C1CCN(C(c2cc3ccccc3o2)c2nnnn2Cc2ccccc2)CC1 (stereo unspecified)
→ 12.7, x, 0.1, x, x, 0.7, x, x
28. C[C@H]1COc2cc(N3CCCC3)ccc2S(=O)(=O)N1
→ 4.7, x, -7.2, x, x, -0.3, x, x
29. O=C(NCc1ccccc1)C(c1ccc(F)cc1)N1CCN(CCN2CCOCC2)CC1 (stereo unspecified)
→ 2.9, x, 17.4, x, x, 1.3, x, x
30. C[C@H](O)[C@@H]1CN2CCc3ccc(-c4ccc5c(c4)OCO5)cc3[C@@H]2C[C@@H]1N(C)Cc1cc(Cl)cc(Cl)c1
→ -5.4, x, 13.3, x, x, 0.7, x, x

Reformatted: results already given
4) Nc1[nH]c(=O)[nH]c(=O)c1N=Cc1ccccc1
  PrPC TRFRET: x | Vc quorum ag: -0.8 | CCHFV vOTU inh: x | MazF activator: -83.5 | Yp Topo-I inh: -0.4 | TcdB inh: x | Rv3671c protease: x | SSB-PriA inh: x

3) COc1cc2c(cc1OC)C(=O)C(Br)CC2 (stereo unspecified)
  PrPC TRFRET: x | Vc quorum ag: i | CCHFV vOTU inh: x | MazF activator: -6.6 | Yp Topo-I inh: -16.0 | TcdB inh: x | Rv3671c protease: x | SSB-PriA inh: x

20) COc1c(CC=C(C)C)cc(C2CC(=O)c3c(O)cc(O)cc3O2)c(CC=C(C)C)c1O (stereo unspecified)
  PrPC TRFRET: x | Vc quorum ag: x | CCHFV vOTU inh: x | MazF activator: 3.2 | Yp Topo-I inh: x | TcdB inh: x | Rv3671c protease: 3.1 | SSB-PriA inh: -5.9

6) CCC(C)C(N)C1=NC(C(=O)N[C@@H](CC(C)C)C(=O)N[C@H](CCC(=O)[O-])C(=O)N[C@H](C(=O)N[C@H]2CCCCNC(=O)[C@H](CC(N)=O)NC(=O)[C@@H](CC(=O)[O-])NC(=O)[C@H](Cc3cnc[nH]3)NC(=O)[C@@H](Cc3ccccc3)NC(=O)[C@H]([C@@H](C)CC)NC(=O)[C@@H](CCCN)NC2=O)[C@@H](C)CC)CS1.[Zn+2] (stereo partly specified)
  PrPC TRFRET: x | Vc quorum ag: -0.5 | CCHFV vOTU inh: x | MazF activator: 2.6 | Yp Topo-I inh: -3.8 | TcdB inh: x | Rv3671c protease: x | SSB-PriA inh: x

Remaining list, next part
no.	mol	PrPC TRFRET	Vc quorum ag	CCHFV vOTU inh	MazF activator	Yp Topo-I inh	TcdB inh	Rv3671c protease	SSB-PriA inh
31	Cc1cccc(C)c1NC(=O)C(c1ccccc1)N1CCN(C/C=C/c2ccccc2)CC1 (stereo unspecified)	12.2	x	19.0	x	x	0.9	x	x
32	CC(C)C[C@@H]1Cc2[nH][nH]c(=O)c2[C@H](c2ccc(Cl)cc2)O1	4.5	x	7.8	x	x	0.4	x	x
33	Cc1ccc2nc(C(C)(C)C)c(Cc3cccc(F)c3)n2c1	0.8	x	5.9	x	x	-1.0	x	x
34	O=C(NC1CCCCC1)C1c2ccccc2OCC(=O)N1CCc1ccccc1 (stereo unspecified)	1.1	x	-7.8	x	x	3.7	x	x
35	COC(=O)[C@]12C[C@H](CC(=O)NCc3cccc(C(F)(F)F)c3)C(=O)N(Cc3ccccc3)C1=C[C@H](C(C)(C)C)O[C@@H]2C	-3.6	x	28.6	x	x	0.5	x	x
36	COc1cccc(-c2cc(CNC(=O)[C@H]3O[C@@H](n4ccc(N)nc4=O)[C@H](O)[C@@H]3O)no2)c1	8.0	x	-12.6	x	x	0.3	x	x
37	COc1ccc(Cc2c(-c3ccc(OC)c(OC)c3)nc3cc(C)c(Br)c(C)n23)c(C)c1	11.2	x	7.3	x	x	0.8	x	x
38	COC(=O)c1cc2c(c3c4ccccc4n(S(=O)(=O)c4ccc(OC)cc4)c13)C(=O)N(Cc1ccc(C(F)(F)F)cc1)C2	5.2	x	9.8	x	x	-4.6	x	x
39	CCCCn1nnnc1C(c1cc2ccccc2o1)N(CCC#N)Cc1ccccc1 (stereo unspecified)	6.5	x	2.6	x	x	0.8	x	x
40	CC(C)C[C@@H]1COc2cc(NC3CC3)ccc2S(=O)(=O)N1	-3.8	x	10.8	x	x	-0.6	x	x
41	O=S1(=O)CC(N2CC=CC2)CN1Cc1cn(Cc2ccc(Cl)cc2)nn1 (stereo unspecified)	-2.4	x	-4.0	x	x	1.9	x	x
42	Cc1cc(O)cc(=O)n1-c1cccc([N+](=O)[O-])c1	-6.7	x	-7.0	x	x	-0.2	x	x
43	COC(=O)C1=C(C)N(Cc2ccccc2C(F)(F)F)C(=NCc2ccc(C(F)(F)F)cc2)NC1c1cccc(F)c1 (stereo unspecified)	-1.3	x	17.5	x	x	0.1	x	x
44	Nc1nc2c(ncn2[C@@H]2O[C@H](CNCC3=Cc4cc(O)ccc4OC3)[C@@H](O)[C@H]2O)c(=O)[nH]1	5.2	x	3.0	x	x	1.1	x	x
45	C[C@]12Cc3ccccc3C1CC1=N[C@@H](c3ccc(C(F)(F)F)cc3)O[C@@]13C[C@@H]2C(=O)N3Cc1ccncc1 (stereo partly specified)	-3.9	x	5.4	x	x	1.7	x	x
46	CC1=C(C(=O)N2CCCCCC2)CC(CC(=O)NCc2cccs2)C(=O)N1CCC1=CCCCC1 (stereo unspecified)	0.6	x	2.5	x	x	0.8	x	x
47	CN1CCCCC(NC(=O)c2ccc(F)c(F)c2)C1=O (stereo unspecified)	1.7	x	1.1	x	x	0.6	x	x
48	O=C(N[C@H](C(=O)N1CCC[C@H]1C(=O)NC1CCCC1)C1CCCCC1)c1ccc(Cl)cc1Cl	10.1	x	4.5	x	x	4.0	x	x
49	O=C(NCP(=O)(Oc1ccccc1)Oc1ccccc1)OCc1ccccc1	12.6	x	2.7	x	x	1.5	x	x
50	CN(c1ccc(Cl)cc1)c1cc2c(c3c1ccn3C)C1CCC2O1 (stereo unspecified)	3.8	x	-0.8	x	x	0.1	x	x
51	CCNC(=O)C[C@@H]1C=C[C@@H](NS(=O)(=O)c2ccc(F)cc2)[C@@H](CO)O1	-10.3	x	3.9	x	x	0.2&0.1	x	x
52	CN(C)CCN(C)C1CN(Cc2ccc(F)cc2)S(=O)(=O)C1 (stereo unspecified)	-3.5	x	6.2	x	x	1.5	x	x
53	CCOC(=O)[C@]12CCCC=C1N(CCC1=CCCCC1)C(=O)[C@H](CC(=O)NCc1ccc(OC)c(OC)c1)C2	-0.3	x	12.0	x	x	1.9	x	x
54	c1ccc(Cc2cnc(N3CCN(Cc4csc5ccccc45)CC3)nc2)cc1	5.6	x	-1.6	x	x	-0.7	x	x
55	Cc1ccc([C@H]2C[C@]34CNS(=O)(=O)[C@H]3C[C@H]2O4)cc1	-1.9	x	1.4	x	x	0.0	x	x
56	O=C1CCN(Cl)C(=O)N1Cl	-3.6	x	25.9	x	x	0.9	x	x
57	CCCCNC(=O)C1C(c2ccccc2)=Nc2ccccc2N1C(=O)c1ccc(C)cc1 (stereo unspecified)	6.3	x	2.5	x	x	0.3	x	x
58	CC(C)n1c(=O)c2ccccc2n1Cc1cn(Cc2ccccc2)nn1	3.1	x	-20.6	x	x	0.2	x	x

Screening data (PubChem)

Only part of the results is shown; count on the stated rates, not on these rows.
